From PubChem
NPY1 pot ag = potentiates or activates human NPY-Y1 receptor. P25929. NPY-Y1 expressing cells, potentiator/agonist activation. activation, % at 3.6 µM. actives 0.37% (n = 220,000). AID 1304; in the data active means activation above about 33%, passing the limit was not always enough;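 further: cells stimulated with NPY at EC10 then isoproterenol at EC100; 0% = low agonist plus stimulus and 100% = saturating agonist plus stimulus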
Target sequence (P25929 whole entry, looked up): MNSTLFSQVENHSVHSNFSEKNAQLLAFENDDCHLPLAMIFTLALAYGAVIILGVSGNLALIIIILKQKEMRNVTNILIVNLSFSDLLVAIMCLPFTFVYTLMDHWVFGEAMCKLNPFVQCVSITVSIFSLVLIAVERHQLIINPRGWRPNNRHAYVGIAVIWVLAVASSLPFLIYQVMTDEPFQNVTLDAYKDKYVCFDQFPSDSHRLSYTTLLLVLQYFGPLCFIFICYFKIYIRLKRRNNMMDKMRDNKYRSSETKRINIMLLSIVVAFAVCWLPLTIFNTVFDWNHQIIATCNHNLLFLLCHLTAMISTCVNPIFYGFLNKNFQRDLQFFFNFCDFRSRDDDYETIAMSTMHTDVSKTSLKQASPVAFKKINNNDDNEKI
S1P4 agonist = human S1P4 receptor agonism; AID 1509; activation, % at 4.98 µM; actives 0.35% (n = 220,000); S1P4-expressing cell line, agonist reporter assay; in the data active means activation above about 11%;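 further: 0% = DMSO vehicle and 100% = reference agonist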
NPY Y1 blocker = NPY-Y1 (human) receptor antagonism; P25929; HEK293-CNG Y1 cells, membrane potential fluorescence; NPY at EC95, then isoproterenol; inhibition, % at 3.6 µM; actives 1% (n = 200,000);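 active means inhibition above the campaign mean inhibition of all tested compounds plus 3 SD, cut at about 20% in these data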;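 further: 0% = DMSO wells given NPY plus isoproterenol and 100% = isoproterenol alone without NPY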
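Material: HEK293 Y1/CNG channel cell line; also added: NPY (25 nM), isoproterenol (1 µM), Ro 20-1724 (25 µM); doses: one concentration, 3.6 µM, in 0.4% DMSO; schedule: compound incubation 1 h at room temperature, readout 45 min post-stimulation; technique: membrane potential fluorescence; measure: fluorescence ratio normalized to % inhibition between controls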
CHOP inhibitor = blocks CHOP induction under ER stress; inhibition, % at 10 µM; actives 3.8% (n = 220,000); AID 2732; CHO-K1 CHOP-promoter luciferase, tunicamycin-induced, 15-18 h;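 active means compounds that reduced the stress-induced luciferase reporter signal by more than about 70% of percent inhibition, limit read from the data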;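 further: 0% = tunicamycin plus vehicle and 100% = wells without tunicamycin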
TRPN1 ag = activates the zebrafish TRPN1 channel | HEK293 zebrafish TRPN1-YFP, Fluo-8 calcium fluorescence; 100% = response to 87 µM carbachol | activation, % at 3 µM | actives 0.18% (n = 220,000) | AID 1424;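 active means activation above its plate's cutoff, the mean activation of test wells on that plate plus 3 SD, cut at about 19% in these data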;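 further: 0% = DMSO alone and 100% = 87 µM carbachol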
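Material: zebrafish TRPN1-YFP in HEK293 cells; Doses: single test compound dose, 3 µM nominal, 0.3% DMSO; Timing: dye loading 1 h at 37 °C, then 30 min room temperature; Technique: intracellular calcium fluorescence with Fluo-8; Benchmarks: high carbachol 87 µM, low DMSO alone.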
EP2 mod = EP2 receptor (human) modulation. P43116. EP2-expressing cells, cAMP HTRF FRET, PGE2 co-stimulation. induction, % at 25 µM. actives 0.83% (n = 260,000);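 active means compounds whose cAMP rise, as percent of the full-agonist control response, exceeds 60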;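 further: rat C6 glioma line stably carrying human EP2 under a CMV promoter; the protocol text gives 20 µM as final concentration; 100% = response of wells given 1 µM PGE2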
Target sequence (P43116 whole entry, looked up): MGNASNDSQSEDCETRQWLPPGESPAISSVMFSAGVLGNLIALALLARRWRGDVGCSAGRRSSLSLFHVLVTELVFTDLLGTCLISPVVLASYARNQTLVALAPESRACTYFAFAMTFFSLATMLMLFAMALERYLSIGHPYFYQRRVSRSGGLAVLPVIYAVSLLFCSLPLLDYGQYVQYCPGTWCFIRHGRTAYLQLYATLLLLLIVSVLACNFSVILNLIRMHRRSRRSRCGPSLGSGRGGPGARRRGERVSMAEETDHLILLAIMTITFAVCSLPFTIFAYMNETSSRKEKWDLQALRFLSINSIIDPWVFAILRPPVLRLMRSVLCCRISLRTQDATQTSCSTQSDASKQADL
NPY2 pot ag = human NPY-Y2 potentiation or agonism, primary screen; AID 1359; P49146; cells expressing NPY-Y2, potentiator/agonist read-out; actives 0.45% (n = 220,000); activation, % at 3.6 µM; in the data active means activation above about 27%;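 further: cells stimulated with NPY near EC25 plus isoproterenol at EC100; 0% = vehicle plus submaximal agonist and 100% = vehicle plus saturating agonist; some results beyond the cut were filed as inactive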
TRPML3 agonist = activates the human TRPML3 channel; HEK293 TRPML3-YFP, Fluo-8 calcium fluorescence; 100% = the carbachol control signal; activation, % at 3 µM; actives 0.29% (n = 220,000); AID 1448;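 active means activation above its plate's cutoff, the mean activation of the plate's test wells plus 3 SD, cut at about 12% in these data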;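 further: 0% = DMSO only wells and 100% = carbachol wells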
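Material: HEK293 cells stably carrying human TRPML3-YFP; compound dosing: single dose, 3 µM final nominal compound, 0.3% DMSO final; incubation: 1-h 37 °C dye load, 5-s basal, 120-s post-compound reads; technique: Fluo-8 intracellular calcium fluorescence, excitation 470-495 nm, emission 515-575 nm; read-out basis: percent activation from peak-to-basal fluorescence ratio, scaled between DMSO and carbachol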
S1P4 antag = human S1P4 receptor antagonism; S1P4-expressing cells, antagonist mode, reporter read-out; O95977; inhibition, % at 4.98 µM; actives 0.26% (n = 220,000); in the data active means inhibition above about 29%;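 further: 0% = wells stimulated with agonist and 100% = vehicle wells without agonist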
* hit, by the source's call; . = not tested or not shown; & = joins results of further samples. Outcome played no part in choosing rows, and some 6.5% of all compounds hit somewhere here.

entry	canonical_smiles	TRPN1 ag	NPY Y1 blocker	CHOP inhibitor	EP2 mod	TRPML3 agonist	S1P4 agonist	NPY1 pot ag	NPY2 pot ag	S1P4 antag
1	Cc1ccc(CNCC(=O)Nc2cccc(S(=O)(=O)NC3=NCCCCC3)c2)cc1	-2.2	-1	12	-17	1.3	-0.3	4	-9	-2
2	O=C1/C(=C/c2ccccc2)NC(=S)N1C(c1ccccc1)c1ccccc1	-0.7	0	89*	8	0.3	-3.1	-10	-10	14
3	Cn1nnnc1SCc1nnc(-c2ccc(Cl)cc2)o1	1.5	1	-1	14	0.0	-1.0	3	-1	0
4	Cc1cccc(NC(=O)c2ccccc2NC(=O)C(C)(C)C)n1	-0.1	5	5	1	0.1	-1.1	-2	14	-21
5	CNC(=S)N/N=C/C1=CCC2CC1C2(C)C (stereo not drawn)	-2.4	-5	-1	15	-0.7	-0.6	26	16	4
6	COc1cc(CN(CCc2c(C)[nH]c3ccc(C)cc23)C(=S)NC(C)(C)C)cc(OC)c1OC	0.6	-4	34	31	1.0	1.2	3	19	-26
7	O=C(Oc1cc2oc(=O)cc(-c3ccccc3)c2cc1Cl)C1CCCCC1	2.3	2	65	36	0.5	0.9	-22	-8	14
8	C/C=C/Cn1c(SCCCc2ccccc2)nc2c1c(=O)[nH]c(=O)n2C	-2.3	0	103*	42	-1.4	-0.5	-24	-22	-4
9	CN(C(=O)c1ccno1)c1nnc(-c2cccnc2)s1	1.5	-6	12	4	0.7	-0.3	-2	-22	4
10	OC(COc1ccc2ccccc2c1Br)Cn1cnc(-c2ccccc2)c1 (stereo not drawn)	-0.4	6	76*	15	0.4	0.9	-30	-8	2
11	CCNC(=S)N1CCN(S(=O)(=O)c2ccc(C)cc2)CC1	1.0	5	23	4	0.8	-0.7	5	4	8
12	Cn1c(=O)c2[nH]c(-c3ccccc3Cl)c(O)c2n(C)c1=O	11	1	24	4	7.1	-0.5	-2	6	-10
13	Cc1cc(C)nc(N2CCN(C(=O)c3ccc(S(=O)(=O)N4CCCCCC4)cc3)CC2)n1	1.3	-2	24	-21	0.7	2.0	-7	8	-39
14	O=C(Cc1cccs1)Nc1nnc(Cc2ccc(F)cc2)s1	2.5	1	34	-21	0.4	-0.9	-23	-3	-3
15	COc1cc(C=O)ccc1OCCCOc1ccccc1[N+](=O)[O-]	0.3	6	-26	-3	0.0	-1.4	4	-8	-17
16	CC1(C)C2CCC1(CS(=O)(=O)Nc1ccc(S(=O)(=O)NC3CCCCC3)cc1)C(=O)C2 (stereo not drawn)	4.3	0	0	5	1.1	3.5	-11	5	-18
17	COc1ccc(NC(=O)Nc2c(SC)nsc2SC)cc1	0.7	-2	4	-17	-0.1	0.9	4	3	-4
18	CN(NC(=O)c1ccc(Cl)cc1)c1nc(-c2ccccc2)nnc1C(F)(F)F	0.1	3	15	-6	0.7	0.7	2	6	-4
19	CCOc1ccc(/C(O)=C2\C(=O)C(=O)N(CCN(C)C)C2c2cc(OC)ccc2OC)cc1Cl (stereo not drawn)	0.1	0	.	.	1.0	6.4	1	6	13
20	CC1CCCN(Cc2nc3c(c(=O)n(C)c(=O)n3C)n2CC(N)=O)C1 (stereo not drawn)	0.7	-6	-25	3	0.8	-2.2	7	-1	5
21	CC(C)CCC1CC(CSC(=N)N)OC1=O (stereo not drawn)	0.9	0	-14	-14	0.9	-0.1	-29	13	-1
22	C/C(=C\C(=O)c1ccc(C)o1)Nc1ccc(C(=O)O)cc1C	-0.1	-2	-16	7	0.8	-1.0	-21	-1	-17
23	COc1ccc(C2CC(C(F)(F)F)n3nc(C(=O)NCc4c(C)nn(C)c4C)c(Cl)c3N2)cc1 (stereo not drawn)	0.1	-3	39	-2	0.4	2.2	16	20	-28
24	CCOC(=O)c1c(C)nc2sc3c(=O)n(-c4ccc(C(C)=O)cc4)cnc3c2c1-c1ccc(OC)cc1	0.1	3	8	21	-0.2	1.7	12	-6	-6
25	Cc1onc(-c2ccccc2)c1C(=O)NNC(=S)NC(=O)c1ccc(F)cc1	14	2	21	3	1.8	0.5	-31	-5	-5
26	O=C(N/N=C/c1ccco1)c1ccccn1	-1.8	2	-19	1	0.2	1.7	12	-4	-3
27	CCc1ccc(C(CC(=O)c2ccc(Cl)cc2)C(=O)O)cc1 (stereo not drawn)	-0.1	6	9	-8	0.5	-1.9	-44	-26	-13
28	C=C1C(=O)C=C2CN(C(=O)c3ccccc3)[C@@](Cc3ccc(F)cc3)(C(=O)OC)[C@@H]12	37*	0	109*	-44	5.3	-0.9	-26	-1	60*
29	CCOc1ccc(N2C(=O)CC(n3nc(C)cc3C)C2=O)cc1 (stereo not drawn)	1.2	-3	19	-8	1.0	1.5	-26	4	-4
30	COC(=O)c1ccc(N2CCN(CC(=O)c3ccc(-c4ccccc4)cc3)CC2)c([N+](=O)[O-])c1	0.0	-1	-27	-25	0.1	3.9	-4	-10	-12
31	CCOC(=O)c1cnc2c(OC)cccc2c1N1CCN(c2ccccn2)CC1	-1.6	0	23	-27	-0.4	1.5	4	3	1
32	COc1ccc(/C=N/NC(=O)CN2CCCc3ccccc32)c(OC)c1	0.7	.	30	-6	0.1	2.1	27	26	-17
33	CCOc1ccc(NC(=O)CN2C(=O)NC(CCSC)C2=O)cc1 (stereo not drawn)	0.1	3	13	13	0.2	0.8	9	11	0
34	Nc1nc(SCCOc2ccccc2)n[nH]1	-1.2	0	-32	9	0.1	-1.0	0	9	-18
35	CCCC1CC(C)(C(=O)CSc2n[nH]c(-c3ccccc3)n2)OC1=O (stereo not drawn)	-1.6	-3	49	1	-0.3	1.2	-10	-5	2
36	COC(=O)/C=C/c1ccc(-n2cncn2)cc1	1.3	4	-17	-10	0.6	2.5	-7	4	-19

Two entries from above, reformatted:
The line under a structure holds: TRPN1 ag, NPY Y1 blocker, CHOP inhibitor, EP2 mod, TRPML3 agonist, S1P4 agonist, NPY1 pot ag, NPY2 pot ag, S1P4 antag
35) CCCC1CC(C)(C(=O)CSc2n[nH]c(-c3ccccc3)n2)OC1=O (stereo not drawn)
    -1.6, -3, 49, 1, -0.3, 1.2, -10, -5, 2
33) CCOc1ccc(NC(=O)CN2C(=O)NC(CCSC)C2=O)cc1 (stereo not drawn)
    0.1, 3, 13, 13, 0.2, 0.8, 9, 11, 0

More compounds follow.
entry	canonical_smiles	TRPN1 ag	NPY Y1 blocker	CHOP inhibitor	EP2 mod	TRPML3 agonist	S1P4 agonist	NPY1 pot ag	NPY2 pot ag	S1P4 antag
37	O=C(Nc1cccc(O)c1)c1ccc(Br)cc1	-0.9	5	-3	-10	-0.8	-0.8	-4	-1	-22
38	O=C(N/N=C/c1ccc(Br)o1)c1cc([N+](=O)[O-])cc([N+](=O)[O-])c1	0.4	-2	4	3	1.1	-0.7	-10	2	-4
39	Cc1ccc(CSCCNC(=O)CN(c2cc(C)ccc2C)S(C)(=O)=O)cc1	-0.5	-3	11	12	0.4	-1.2	-5	3	-4
40	CC(C)NCC(O)COC1C2CC3CC(C2)CC1C3 (stereo not drawn)	1.2	-9	8	2	2.1	2.9	48*	32*	-12
41	Cc1ccc(C(=O)OCC(=O)Nc2ccccc2C(F)(F)F)cc1S(=O)(=O)N1CCOCC1	1.0	-4	29	2	-0.4	-0.4	6	-5	-2
42	O=C(N/N=C/c1cccc(F)c1)c1c(O)c2ccccc2[nH]c1=O	0.1	3	104*	2	0.0	0.6	-12	-12	6
43	O=C1C2C3c4ccccc4C(c4ccccc43)[C@@H]2C(=O)N1c1ccccn1 (stereo partly drawn)	-1.4	.	3	1	6.3	-1.2	19	-7	15
44	C=CCSc1nnc(-c2ccncc2)n1-c1ccc(OCC)cc1	0.2	2	5	15	-0.6	1.7	-4	27	-10
45	O=C(OC1CCOC1=O)c1cc(-c2ccc(Cl)cc2)nc2ccccc12 (stereo not drawn)	0.2	-2	24	-3	0.4	-0.8	-6	-10	-12
46	CN(C)c1nnnn1-c1ccccc1Oc1ncc(C(F)(F)F)cc1Cl	-0.1	3	-18	-7	0.6	-1.4	4	10	-18
47	COc1ccc(/C=C2\SC(=S)N(CC(=O)Nc3nnc(C)s3)C2=O)cc1	1.4	4	23	19	0.5	1.2	21	-1	8
48	CCOc1ccccc1OCCCOc1ccc([N+](=O)[O-])cc1Cl	-1.1	7	33	43	0.2	1.7	-13	-3	-6

Arranged by the number under NPY1 pot ag (smallest number first): 5 of the compounds above
nr	Structure	NPY1 pot ag
34	Nc1nc(SCCOc2ccccc2)n[nH]1	0
18	CN(NC(=O)c1ccc(Cl)cc1)c1nc(-c2ccccc2)nnc1C(F)(F)F	2
15	COc1cc(C=O)ccc1OCCCOc1ccccc1[N+](=O)[O-]	4
26	O=C(N/N=C/c1ccco1)c1ccccn1	12
23	COc1ccc(C2CC(C(F)(F)F)n3nc(C(=O)NCc4c(C)nn(C)c4C)c(Cl)c3N2)cc1 (stereo not drawn)	16

Printed as active in NPY1 pot ag, of those listed so far:
#	molecule	CHOP inhibitor	EP2 mod	TRPML3 agonist	S1P4 agonist	NPY1 pot ag	NPY2 pot ag	S1P4 antag
40	CC(C)NCC(O)COC1C2CC3CC(C2)CC1C3 (stereo not drawn)	8	2	2.1	2.9	48*	32*	-12

(listing goes on)
entry	canonical_smiles	TRPN1 ag	NPY Y1 blocker	CHOP inhibitor	EP2 mod	TRPML3 agonist	S1P4 agonist	NPY1 pot ag	NPY2 pot ag	S1P4 antag
49	COc1ccc(S(=O)(=O)N2CCC(C(=O)NC3CC3)CC2)cc1Cl	-0.1	0	-16	13&4	0.4	-1.3	-39	-5	-20
50	O=C(NCc1ccccc1)C(C(=O)c1ccc(F)cc1)n1ccccc1=O (stereo not drawn)	-0.5	-1	3	13	1.3	-0.2	20	-2	-10
51	CCn1c(CNC(=O)COc2ccc(C(C)C)cc2)nnc1SCC(=O)Nc1cc(F)ccc1C	2.6	-5	49	-23	-0.2	0.8	3	-4	-1
52	Cc1ccc(N=C2NC(=O)S/C2=C\c2ccco2)cc1	2.5	8	100*	-4	0.5	1.4	9	13	19
53	CCn1c(C(C)NC(=O)c2cccc(C)c2)nc2ccccc21 (stereo not drawn)	-0.8	-2	20	-1	-0.3	-0.5	15	-11	2
54	COc1ccc(OCC(=O)Nc2ccccc2C(=O)N2CCCC2)cc1	-0.1	-3	16	10&-17	-0.1	-1.9	11	8	-14
55	Cc1c(NC(=O)CN2C(=O)C(=O)c3ccccc32)c(=O)n(-c2ccccc2)n1C	0.9	5	14	26	0.8	-0.2	-9	3	-13
56	Cc1cc(OC(=O)CNC(=O)OC(C)(C)C)c2c(C)cc(=O)oc2c1	0.4	5	39	2	-0.3	48*	-3	4	-14
57	CCN(CC)CCNC(=O)Cc1c(C(=O)O)n(CC)c2ccccc12	1.9	0	11	1	0.9	-1.3	18	4	-20
